All columns: NCI-60 one-dose screen, growth in % after 48 h at 10 µM unless noted; 100 = growth as untreated, 0 = no growth, -100 = all killed.
SK-MEL-2 = SK-MEL-2 melanoma. AID 1794763. 4.7% of 77,000 active
SK-MEL-28 = SK-MEL-28 melanoma; 4.1% of 81,000 active; AID 1794761
M14 = M14 melanoma; AID 1794745; 6.2% of 80,000 active
A549/ATCC = A549/ATCC NSCLC; 3.7% of 81,000 active; AID 1794740
UACC-62 = UACC-62 melanoma | 5.4% of 81,000 active | AID 1794756
UACC-257 = UACC-257 melanoma | 4.4% of 78,000 active
SK-MEL-5 = SK-MEL-5 melanoma; 6.4% of 80,000 active; AID 1794755
MDA-MB-435 = MDA-MB-435 melanoma | AID 1794794 | 7.8% of 82,000 active
Numbers without * were called inactive; / = no result given. Rule for the calls: active = growth percent below 10; inactive = the rest.

#1 COc1ccc(C2=NNC3N=C(Cl)c4[nH]cnc4N23)cc1 (stereo not given)
#2 COc1cc(-c2cc(=O)c3ccc(O)cc3o2)cc(OC)c1OC
#3 CC(=O)Nc1ccc(NC(=O)CC(=O)Nc2ccc(NC(C)=O)cc2)cc1
#4 O=C(Nc1ccc(N=C=S)cc1)OCc1ccccc1
#5 O=C1C=CC(=O)N1c1ccc(Cc2ccc(N3C(=O)C=CC3=O)cc2)cc1
#6 CCCCC(SC(CC)(C(C)=O)c1ccccc1)C(N)=O (stereo not given)
#7 CC(=O)Oc1c(C)c(OC(C)=O)c2c(c1C(C)=O)OC1CC(=O)C(C(C)=O)=C(O)C21C (stereo not given)
#8 CN(C)N=Nc1ccc2cnn(C(=O)Nc3ccc(Cc4ccccc4)cc3)c2c1

assay / compound | 1 | 2 | 3 | 4 | 5 | 6 | 7 | 8
SK-MEL-2 | 103 | 92 | 91 | 88 | 112 | 112 | 107 | 92
SK-MEL-28 | 102 | 96 | 107 | 86 | 120 | 108 | 119 | 106
M14 | 104 | 113 | 98 | 78 | 97 | 106 | 96 | 95
A549/ATCC | 88 | 93 | 84 | 85 | 111 | 95 | 99 | 94
UACC-62 | 102 | 76 | 95 | 64 | 84 | 102 | 96 | 95
UACC-257 | / | 101 | 80 | 81 | / | 91 | 115 | 101
SK-MEL-5 | 100 | 92 | 102 | 77 | 96 | 103 | 95 | 100
MDA-MB-435 | 107 | 88 | 89 | 77 | 104 | 97 | 105 | 107

#9 CCN1CCN(C(=O)[C@@]2(C)CC[C@]3(C)CC[C@]4(C)C(=CC(=O)[C@@H]5[C@@]6(C)CC[C@H](OC7C[C@@H](O)[C@@H](O)C(C)O7)C(C)(C)[C@@H]6CC[C@]54C)[C@@H]3C2)CC1 (stereo not given in full)
#10 NC(=O)CCC(C(=O)O)N1C(=O)c2ccc(O)cc2C1=O (stereo not given)
#11 CCc1cccc(C)c1NC(=O)c1sc2nc3c(cc2c1N)CCCCC3
#12 O=C1c2ccccc2C(=O)C1c1ccc2ccccc2n1
#13 O=C(c1ccccc1)c1c(-c2ccccc2)c(C(=O)c2ccccc2)c2ccccc2c1Cl
#14 O=C(NCc1cc(=O)n(-c2ccccc2)[nH]1)c1ccc(-c2ccccc2)cc1
#15 CCOc1ccc(NC(=S)N2CCC(CCCC3CCN(C(=S)Nc4ccc(OCC)cc4)CC3)CC2)cc1
#16 COc1cc(-c2ccc(N=Nc3c(S(=O)(=O)O)cc4cc(N)ccc4c3O)c(OC)c2)ccc1N=Nc1cc(S(=O)(=O)O)c2ccccc2c1O

assay / compound | 9 | 10 | 11 | 12 | 13 | 14 | 15 | 16
SK-MEL-2 | 105 | 97 | 39 | 115 | 77 | 94 | 104 | 109
SK-MEL-28 | -7.9* | 124 | 68 | / | 116 | 103 | 95 | 112
M14 | -55* | 108 | 3.9* | 107 | 93 | 96 | 98 | 106
A549/ATCC | 12 | 122 | 33 | 69 | 72 | 111 | 83 | 107
UACC-62 | -69* | 111 | 30 | 87 | 78 | 98 | 84 | 105
UACC-257 | 15 | 107 | 72 | 95 | 86 | 108 | 83 | 114
SK-MEL-5 | -5.5* | 107 | 14 | 75 | 92 | 98 | 42 | 104
MDA-MB-435 | 20 | 94 | -17* | 113 | 94 | 103 | 90 | 113

#17 O=C1OC(=O)C2(Br)C3C=CC(C3)C12 (stereo not given)
#18 O=C1c2ccc3c4c5ccc(c24)C(=O)N1CCCOCCCCOCCCNCc1ccc(cc1)CNCCCOCCCCOCCCN(C3=O)C5=O
#19 C=CCCCCCCCCC1OCC(C)(C)C(C(C)C)O1 (stereo not given)
#20 CC1(C)NC2=C(C(Nc3cccnc3)N1)C(c1ccc(Cl)cc1Cl)C(C(=O)c1ccc(N=[N+]=[N-])cc1)O2 (stereo not given)
#21 Cc1ccc2nc(-c3ccc(C(=O)N/N=C\c4ccc(Cl)cc4Cl)cc3)[nH]c2c1
#22 N#Cc1c(-c2ccc([N+](=O)[O-])cc2)[nH]c(=S)n(N=O)c1=O
#23 COc1ncnc2c(-c3ccco3)cn(COCc3ccccc3)c12
#24 Cn1c(-c2ccccc2)cs/c1=N\S(=O)(=O)c1ccc(NNc2c3ccccc3cc3ccccc23)cc1

assay / compound | 17 | 18 | 19 | 20 | 21 | 22 | 23 | 24
SK-MEL-2 | 127 | -36* | 115 | 106 | 109 | 36 | 64 | 101
SK-MEL-28 | 101 | -24* | 105 | 99 | 104 | 118 | 101 | 111
M14 | 118 | -85* | 103 | 96 | 73 | 99 | 68 | 92
A549/ATCC | 107 | -40* | 108 | 100 | 104 | 98 | 69 | 71
UACC-62 | 104 | -90* | 103 | 94 | 96 | 96 | 47 | 91
UACC-257 | 92 | -79* | / | 96 | 112 | 26 | 75 | 103
SK-MEL-5 | 101 | -100* | 101 | 103 | 99 | 100 | 19 | 84
MDA-MB-435 | 93 | -95* | 107 | 101 | 94 | 79 | 67 | 99

Profiles, looked up by structure. Values in the order: SK-MEL-2, SK-MEL-28, M14, A549/ATCC, UACC-62, UACC-257, SK-MEL-5, MDA-MB-435
`COc1ncnc2c(-c3ccco3)cn(COCc3ccccc3)c12` is listed as 64, 101, 68, 69, 47, 75, 19, 67
`Cc1ccc2nc(-c3ccc(C(=O)N/N=C\c4ccc(Cl)cc4Cl)cc3)[nH]c2c1` is listed as 109, 104, 73, 104, 96, 112, 99, 94
`O=C1C=CC(=O)N1c1ccc(Cc2ccc(N3C(=O)C=CC3=O)cc2)cc1` is listed as 112, 120, 97, 111, 84, /, 96, 104
`CC(=O)Oc1c(C)c(OC(C)=O)c2c(c1C(C)=O)OC1CC(=O)C(C(C)=O)=C(O)C21C` (stereo not given) is listed as 107, 119, 96, 99, 96, 115, 95, 105

Later entries
#25 OC(COc1ccc(Cl)cc1)CN1CCN(c2ccc(Cl)cc2)CC1 (stereo not given)
#26 O=C(O)/C=C\C(=O)Nc1cccc(O)c1
#27 ON(CCc1ccccn1)CCc1ccccn1
#28 O=C(O)c1cc2ccccc2cc1Nc1ccccc1
#29 CCOC(=O)Cc1c[nH]c2ccc([N+](=O)[O-])cc12
#30 COC(=O)[C@H]1CCCN1C(=O)C1CCCN1C(=O)[C@H](Cc1ccccc1)NC(=S)Nc1cc(C(F)(F)F)cc(C(F)(F)F)c1 (stereo not given in full)
#31 CCCCCN1C(=O)/C(=c2\sc3n(c2=O)C2C(NN=3)N(CC)C(=O)N2CC)c2ccccc21 (stereo not given)
#32 CC(=O)Nc1ccccc1[N+](=O)[O-]

assay / compound | 25 | 26 | 27 | 28 | 29 | 30 | 31 | 32
SK-MEL-2 | 101 | 98 | 118 | 99 | 98 | 83 | 21 | 109
SK-MEL-28 | 103 | 112 | 112 | 107 | 118 | 84 | 19 | 106
M14 | 101 | 101 | 98 | 97 | 97 | 83 | -9.9* | 112
A549/ATCC | 96 | 94 | 114 | 88 | 96 | 69 | -85* | 96
UACC-62 | 72 | 98 | 96 | 103 | 97 | 58 | 11 | 103
UACC-257 | 84 | 96 | 118 | 4.2* | 99 | 79 | 31 | 100
SK-MEL-5 | 70 | 101 | 105 | 69 | 104 | 68 | 17 | 103
MDA-MB-435 | 105 | 108 | 111 | 103 | 114 | 61 | -60* | 117

#33 Cc1cc2ncc(-c3cc4ccccc4c(N4CCN(C)CC4)n3)nc2cc1C
#34 CCOC(=O)Nc1ccc(C)cc1NC(=O)OCC
#35 O=C1C[C@H](c2ccco2)Cc2ccccc2O1
#36 CCCCCCCCCCCCCCCCCCNC(=S)N=Nc1c(O)[nH]c2ccccc12
#37 O=C(O)c1cccc(-c2nc(N3CCOCC3)c3ccccc3n2)c1
#38 COC(=O)c1[nH]nc2c1C1(C(=O)N(C)c3ccccc31)C(C#N)=C(N)O2 (stereo not given)
#39 CC1(C)CC[C@]2(C(N)=O)CC[C@]3(C)C(=CC[C@@H]4[C@@]5(C)Cc6c([nH]c7ccccc67)C(C)(C)[C@@H]5CC[C@]43C)[C@@H]2C1
#40 CNC1=C([N+](=O)[O-])C(c2cc3ccc(Cl)cc3nc2Cl)C(C#N)=C(c2cccs2)O1 (stereo not given)

assay / compound | 33 | 34 | 35 | 36 | 37 | 38 | 39 | 40
SK-MEL-2 | / | 77 | 97 | 109 | 126 | 105 | 98 | 91
SK-MEL-28 | -70* | 100 | 109 | 103 | 96 | 105 | 95 | 110
M14 | -86* | 83 | 99 | 93 | 97 | 104 | 91 | 102
A549/ATCC | 54 | 77 | 68 | 93 | 117 | 101 | 59 | 95
UACC-62 | -47* | 104 | 103 | 86 | 95 | 96 | 76 | 77
UACC-257 | 99 | 59 | 84 | 92 | 136 | 103 | 92 | 104
SK-MEL-5 | 16 | 100 | 96 | 94 | 97 | 99 | 94 | 83
MDA-MB-435 | -88* | 105 | 101 | 100 | 101 | 100 | 84 | 104

#41 Cc1c(Cc2ccccc2)sc2nc(=O)c3cn(C)nc3n12
#42 O=C1c2ccccc2NC(c2cccnc2)N1/N=C/c1cccnc1 (stereo not given)
#43 CC1CC(=O)C2=C(C1)Nc1ccc(Br)cc1CC2c1c[nH]c2ccc(Br)cc12 (stereo not given)
#44 OC(c1ccccc1)c1ccccc1
#45 Cc1c(C(N)=O)sc2nc(SCC(=O)Nc3ccc(Cl)cc3)n(-c3ccccc3)c(=O)c12
#46 COc1cccc(-c2cc(-c3ccc(Nc4nc(Nc5ccc(Cl)cc5)nc(Nc5ccc(Cl)cc5)n4)cc3)nc(N)c2C#N)c1
#47 O=C(c1cc2ccccc2[nH]1)N(CC(F)(F)F)[C@H]1CCC[C@@H](NCc2cccc(F)c2)C1
#48 C[C@H](C(=O)Nc1ccc(S(N)(=O)=O)cc1)S(=O)(=O)c1ccccc1

assay / compound | 41 | 42 | 43 | 44 | 45 | 46 | 47 | 48
SK-MEL-2 | 107 | 108 | 37 | 95 | -16* | 38 | 88 | 102
SK-MEL-28 | 112 | 100 | 57 | 114 | 181 | -60* | 96 | 115
M14 | 100 | 94 | 29 | 99 | 104 | 16 | 85 | 104
A549/ATCC | 98 | 100 | 42 | 100 | 116 | 43 | 87 | 102
UACC-62 | 99 | 99 | 42 | 106 | 97 | 76 | 74 | 102
UACC-257 | 97 | 102 | 68 | 88 | 104 | 16 | 95 | 103
SK-MEL-5 | 111 | / | 66 | 116 | 110 | 13 | 69 | 99
MDA-MB-435 | 97 | 100 | -18* | 106 | 112 | -5.1* | 85 | 102

Part of the list above, tab-delimited:
nr	compound	SK-MEL-2	SK-MEL-28	M14	A549/ATCC	UACC-62	UACC-257	SK-MEL-5	MDA-MB-435
47	O=C(c1cc2ccccc2[nH]1)N(CC(F)(F)F)[C@H]1CCC[C@@H](NCc2cccc(F)c2)C1	88	96	85	87	74	95	69	85
48	C[C@H](C(=O)Nc1ccc(S(N)(=O)=O)cc1)S(=O)(=O)c1ccccc1	102	115	104	102	102	103	99	102

The list continues.
#49 CC1(c2cc3ccccc3oc2=O)NC(=O)c2ccccc2N1 (stereo not given)
#50 N#Cc1c(N=Cc2ccc(N3CCCCC3)cc2)oc(-c2ccccc2)c1-c1ccccc1
#51 COC(=O)/C(C#N)=C1/CCC(NC(=O)Cc2ccc(Cl)cc2Cl)N1C (stereo not given)
#52 C/C=C\C(=O)N(c1ccc(N(C(=O)/C=C/C)C(C)CC)cc1)C(C)CC (stereo not given)
#53 O=C1NCc2ccc3c(-c4cccc(Cl)c4)c[nH]c3c21
#54 CS(=O)CC(=N\O)/C(CS(C)=O)=N\O (stereo not given)
#55 CC(=O)c1sc(/N=C2\NC(=O)/C(=C3/C(=O)N(Cc4ccccc4)c4ccccc43)S2)nc1C
#56 Nc1ccn(-c2ccc(Br)cc2)c(=O)n1

assay / compound | 49 | 50 | 51 | 52 | 53 | 54 | 55 | 56
SK-MEL-2 | 93 | 111 | 101 | 103 | 39 | 102 | 104 | 88
SK-MEL-28 | 99 | 116 | 92 | 111 | 62 | 107 | 98 | 137
M14 | / | 101 | 103 | 99 | 16 | 96 | 96 | 104
A549/ATCC | 93 | 100 | 84 | 89 | 16 | 97 | 91 | 107
UACC-62 | 79 | 93 | 89 | 90 | 27 | 94 | 90 | 106
UACC-257 | 98 | 112 | 102 | 100 | 36 | 96 | 97 | 127
SK-MEL-5 | 97 | 103 | 96 | 93 | 31 | 103 | 84 | 119
MDA-MB-435 | 102 | 103 | 106 | 110 | -26* | 106 | 98 | 97

Three structures out of the list, ordered by count of non-hydrogen atoms, ascending:
#56 Nc1ccn(-c2ccc(Br)cc2)c(=O)n1
#53 O=C1NCc2ccc3c(-c4cccc(Cl)c4)c[nH]c3c21
#51 COC(=O)/C(C#N)=C1/CCC(NC(=O)Cc2ccc(Cl)cc2Cl)N1C (stereo not given)

assay / compound | 56 | 53 | 51
SK-MEL-2 | 88 | 39 | 101
SK-MEL-28 | 137 | 62 | 92
M14 | 104 | 16 | 103
A549/ATCC | 107 | 16 | 84
UACC-62 | 106 | 27 | 89
UACC-257 | 127 | 36 | 102
SK-MEL-5 | 119 | 31 | 96
MDA-MB-435 | 97 | -26* | 106

Compound activity (PubChem)

Hits appear at their usual frequency; overall some 11% were active at least once.
